HP1b chromo inh – HP1-beta chromodomain-methylated histone interaction inhibition; AlphaScreen HP1-beta / biotin-H3K9me3 peptide binding; Potency, µM (series often up to 114 µM), for inactives: top-dose activity change, negative = inhibition, most hits filed as inhibitors; 390,000 compounds, 0.56% hits; AID 540317; note: potency is the fitted concentration of half-maximal effect; nearly all actives have a fitted effect of over 70% in size; inactives centre near 23
Target sequence (P83916 whole entry, looked up): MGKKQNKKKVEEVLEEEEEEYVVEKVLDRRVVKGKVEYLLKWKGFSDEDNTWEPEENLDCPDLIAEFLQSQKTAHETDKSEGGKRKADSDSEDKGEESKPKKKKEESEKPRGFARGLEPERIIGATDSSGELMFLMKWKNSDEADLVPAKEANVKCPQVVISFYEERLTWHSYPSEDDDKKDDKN
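Compound inhibition of the preformed complex between 50 nM HP1-beta and 50 nM biotinylated H3K9me3 peptide was read by AlphaScreen. Buffer was PBS pH 7.4 with 0.01% Tween-20. Incubations ran 30 min at room temperature, with 10 ug/mL donor/acceptor beads.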
PGK inhibitor – blocks T. brucei phosphoglycerate kinase; Potency, µM (highest dose often 57.5 µM), without a hit: top-dose activity change, negative = inhibition, actives largely listed as inhibitors; AID 602233; PGK/GAPDH coupled, Kinase-Glo luminescence, 60 min; 380,000 compounds, 0.043% hits; P07378; note: potency is the fitted concentration of half-maximal effect; % is set by controls: 0 for no effect and ±100 for the full control effect; nearly all actives have a fitted effect of over 60% in size
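Recombinant glycosomal PGK reaction used 1,3-bisphosphoglycerate generated in-well by GAPDH (100nM final) in 100mM TEA pH 7.6, 5mM MgCl2, 0.01% Tween-20. After 60 minutes at room temperature, ATP was read by Kinase-Glo Plus luminescence end-point.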
BAZ2B inh – BAZ2B (human) inhibition | Q9UIF8 | AID 504333 | Potency, µM (titrated, usually from 114 µM), without a hit: at the highest dose activity change, negative = inhibition, usual class: inhibitors | AlphaScreen BAZ2B-H3K14Ac peptide displacement | 360,000 compounds, 4.4% hits; note: potency is the fitted concentration of half-maximal effect; % is set by controls: 0 for no effect and ±100 for the full control effect; nearly all actives have a fitted effect of over 60% in size
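In this displacement format the biotinylated H3(5-23) peptide acetylated at Lys14 serves as ligand at 50 nM, with BAZ2B at 50 nM in PBS pH 7.4 containing 0.01% Tween-20. Donor and acceptor beads are 10 ug/mL final.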
PI4K2A block – inhibitors of human PI4K2A; Q9BTU6; purified PI4K2A, ADP-Glo luminescence, 1 h; stronger effect = lower value; activity change, negative = inhibition, % at 76.9 µM; 420,000 compounds, 0.13% hits; AID 1346378; in the data active = activity change below about -50%; inconclusive = mostly about -30% to -49%;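 note: -100% = wells without enzyme as full effect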
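PI4K2A activity was measured by ADP-Glo luminescence: enzyme (4 ug/mL stock) and phosphatidylinositol (1.2 mM stock) in Tris pH 7.5/MgCl2/EGTA/Triton X-100 buffer were reacted with ATP (300 microM stock) for one hour at ambient temperature.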
POLH inh – inhibitors of human DNA polymerase eta. Q9Y253. Potency, µM (doses to about 114 µM), for the others: at the highest dose activity change, negative = inhibition, actives largely listed as inhibitors. 390,000 compounds, 1.2% hits. recombinant Pol eta, fluorescent DNA replication assay; note: potency is the fitted concentration of half-maximal effect; % is set by controls: 0 for no effect and ±100 for the full control effect
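Pol eta (10 nM) was preincubated with compounds for 15 min at room temperature, after which fluorescent replication substrate (50 nM final) was added to start the reaction. Fluorescence was read kinetically at 0 and 10 min.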
G9a inh – inhibitors of human histone lysine methyltransferase G9a | Q96KQ7 | G9a H3K9 monomethylation, AlphaScreen, 2 h | Potency, µM (series often up to 102 µM), inactives show at the highest dose activity, negative = inhibition, most hits filed as inhibitors | 350,000 compounds, 8.8% hits; note: potency is the fitted concentration of half-maximal effect; % is set by controls: 0 for no effect and ±100 for the full control effect; nearly all actives have a fitted effect of over 75% in size
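G9a (20 nM) was preincubated 15 min with compound, then reacted 2 h at room temperature with 500 nM biotin-H3K9 peptide and 20 µM SAM. Monomethyl-H3K9 detected by AlphaScreen using anti-H3K9me1 antibody.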
Pin1 inh – blocks the human prolyl isomerase Pin1 | Q13526 | Pin1 FP peptide displacement, HiFluor488, 10 min | Potency, µM (series often up to 115 µM), without a hit: top-dose activity, negative = inhibition, hits mostly inhibitors | 390,000 compounds, 0.009% hits | AID 504891; active = well fitted inhibition curve with a large enough effect in the polarisation, with a control signal flat, not every such curve was filed as active; inconclusive = small, poorly fitted or top-dose-only effect, or effect the other way, or a change in a side signal; inactive = no such curve, though single readings can be large or run the other way; the % refers to the polarisation; note: potency is the fitted concentration of half-maximal effect; % is set by controls: 0 for no effect and ±100 for the full control effect
Target sequence (Q13526 whole entry, looked up): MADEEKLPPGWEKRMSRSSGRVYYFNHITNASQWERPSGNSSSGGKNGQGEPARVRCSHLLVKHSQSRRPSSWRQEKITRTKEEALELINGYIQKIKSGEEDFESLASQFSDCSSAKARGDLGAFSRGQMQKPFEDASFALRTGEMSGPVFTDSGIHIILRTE
GLS inhibitor – glutaminase GLS (human) inhibition; O94925; GLS enzymatic activity, qHTS titration; Potency, µM (doses to about 45.5 µM), for the others: at the highest dose activity change, negative = inhibition, usual class: inhibitors; 410,000 compounds, 0.21% hits; AID 624170; note: potency is the fitted concentration of half-maximal effect; % is set by controls: 0 for no effect and ±100 for the full control effect
Target sequence (O94925 whole entry, looked up): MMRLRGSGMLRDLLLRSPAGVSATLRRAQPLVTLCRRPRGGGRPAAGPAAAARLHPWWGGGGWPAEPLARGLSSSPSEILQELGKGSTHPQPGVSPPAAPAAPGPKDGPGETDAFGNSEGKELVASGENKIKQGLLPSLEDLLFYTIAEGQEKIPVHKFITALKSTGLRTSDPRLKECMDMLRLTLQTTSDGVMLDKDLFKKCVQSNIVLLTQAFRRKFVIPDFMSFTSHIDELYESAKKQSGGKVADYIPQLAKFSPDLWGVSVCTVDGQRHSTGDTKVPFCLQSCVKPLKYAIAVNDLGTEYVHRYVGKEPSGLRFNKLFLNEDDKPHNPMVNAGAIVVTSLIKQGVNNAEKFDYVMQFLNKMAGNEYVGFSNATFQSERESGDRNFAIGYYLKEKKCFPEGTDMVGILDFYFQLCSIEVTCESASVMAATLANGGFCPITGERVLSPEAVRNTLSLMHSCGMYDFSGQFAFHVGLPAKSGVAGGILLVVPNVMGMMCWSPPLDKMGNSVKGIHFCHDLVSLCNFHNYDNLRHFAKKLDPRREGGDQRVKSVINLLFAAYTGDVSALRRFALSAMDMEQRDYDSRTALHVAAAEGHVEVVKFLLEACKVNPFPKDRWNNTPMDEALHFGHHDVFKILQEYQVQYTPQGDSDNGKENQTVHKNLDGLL
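Enzyme dispensed in phosphate buffer (45 mM, pH 8.2, 0.02% Tween-20), compounds pinned in, then 1 mM L-glutamine solution and the glutamate oxidase–HRP–Amplex Red mix added; fluorescence read immediately and again after 30 min at room temperature.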
JMJD2A Tudor inh – blocks the human JMJD2A Tudor domain | O75164 | AlphaScreen JMJD2A-Tudor / H3K4me3 peptide binding | Potency, µM (top dose mostly 114 µM), without a hit: at the top dose activity change, negative = inhibition, most hits filed as inhibitors | 390,000 compounds, 4.4% hits | AID 504339; note: potency is the fitted concentration of half-maximal effect; % is set by controls: 0 for no effect and ±100 for the full control effect; nearly all actives have a fitted effect of over 50% in size
Numbers without * were called inactive; i = inactive; ? = inconclusive; nt = no result given; [ ] = another dose, or the depositor's remark. Unless noted, calls come from the whole dose curve; as a rule, active = well fitted curve in the direction sought with a large enough effect; inconclusive = small, poorly fitted or top-dose-only effect, or another doubt; inactive = no such curve, though single readings can be large; an effect the other way counts as inactive or inconclusive. This is a subset; the hit share may differ from the screen's.

(1) O=C(CNC(=O)c1ccc(Br)o1)Nc1ccc(N2CCCCCC2)cc1
(2) Cc1ccc(C(=O)NC2CCCC2)cc1S(=O)(=O)N1CCCCC1
(3) O=C(Cc1ccc(F)cc1)N1CCOCC1
(4) COCCNc1oc(-c2ccccc2)nc1S(=O)(=O)c1ccc(Br)cc1
(5) Fc1ccccc1COc1ccccc1/C=N/Nc1nc(N2CCCC2)nc(N2CCCC2)n1
(6) CC(=O)c1c(C)oc2ccc(OCc3ccccc3)cc12

entry no.	1	2	3	4	5	6
HP1b chromo inh	-11%	22%	27%	31%[57 µM]	19%	145%[activator]
PGK inhibitor	0%	-5%	1%	2%	1%	0%
BAZ2B inh	?	0%	10%	-2%	-12%	124%[activator]
PI4K2A block	1	7	3	-1	1	2
POLH inh	-14%	-10%	0%	-12%	-23%	-11%
G9a inh	2.2µM*	-3%	-3%	-5%[59 µM]	18%[59 µM]	305%[activator]
Pin1 inh	-4%	-1%	-3%	4%	-12%	3%
GLS inhibitor	14%	1%	5%	2%	5%	-3%
JMJD2A Tudor inh	?	-17%	-3%	-7%	-9%	147%[activator]

(7) O=C(/C=C/c1ccco1)Nc1nc(-c2ccccn2)cs1
(8) O=C(NC(=S)Nc1ccccc1[N+](=O)[O-])c1ccccc1
(9) O=c1cc(-c2ccccc2)[nH]n2cnnc12
(10) CCCCc1cc(=O)oc2cc(OCC(=O)N(CC)CC)ccc12
(11) CC(=O)c1cccc(Nc2cc(C)nc3c(C)cc(C)cc23)c1
(12) COc1cc(NC(=O)c2cc(C3CC3)nc3c2c(C)nn3-c2ccc(C)cc2)cc(OC)c1

entry no.	7	8	9	10	11	12
HP1b chromo inh	45µM*	?	35%	14%	15%	56%[activator]
PGK inhibitor	-10%	7%	4%	-10%	0%	nt
BAZ2B inh	28µM*	-18%	-28%	-18%	1%	17%[57.1 µM]
PI4K2A block	?	-1	3	8	0	-1
POLH inh	?	-7%	-2%	6%	-15%	nt
G9a inh	22µM*	25µM*	?	19%[12.7 µM]	21%[59 µM]	6%[59 µM]
Pin1 inh	nt	1%	0%	-3%	-5%	?
GLS inhibitor	-18%	-5%	15%	2%	16%	-11%
JMJD2A Tudor inh	50µM*	?	-5%	-11%	-16%	0%

(13) COc1ccc(CCNC(=O)c2cnc3ccc(C)cn3c2=O)cc1OC
(14) C=C1CC2(CC(c3ccccc3)OC(c3ccccc3)C2)OC1=O (stereo not given)
(15) CC1CCc2sc3c(c2C1)c1ncnn1c(=O)n3CC(=O)c1ccc(Br)cc1 (stereo not given)
(16) CCOC(=O)C1CCN(C(=O)CNC(=O)c2nn(-c3ccc(OC)cc3)c(=O)c3ccccc23)CC1
(17) Cc1ccc(NC(=O)CCNS(=O)(=O)c2ccc(OC(F)(F)F)cc2)c(O)c1
(18) CN(C)[C@@H](CO)c1nnc([C@H](CCC(=O)O)NC(=O)C2CCNCC2)o1

entry no.	13	14	15	16	17	18
HP1b chromo inh	22%	34%	17%	10%	24%	30%
PGK inhibitor	-9%	5%	0%	2%	-5%	-4%
BAZ2B inh	-1%	nt	nt	11%	-1%	?
PI4K2A block	-11	32	-5	4	2	1
POLH inh	-13%	-17%	3%	2%	-17%	-20%
G9a inh	1%[59 µM]	nt	nt	18%	9%	-32%[12.7 µM]
Pin1 inh	-1%	-1%	-3%	-3%	1%	1%
GLS inhibitor	-3%	4%	17%	15%	-21%	7%
JMJD2A Tudor inh	-2%	-3%	5%	-4%	-10%	-29%

Next part; it opens with the three that closed the last part.
(16) CCOC(=O)C1CCN(C(=O)CNC(=O)c2nn(-c3ccc(OC)cc3)c(=O)c3ccccc23)CC1
(17) Cc1ccc(NC(=O)CCNS(=O)(=O)c2ccc(OC(F)(F)F)cc2)c(O)c1
(18) CN(C)[C@@H](CO)c1nnc([C@H](CCC(=O)O)NC(=O)C2CCNCC2)o1
(19) CN(c1ccccc1)S(=O)(=O)c1ccc(C(=O)OCC(=O)N2CCOCC2)cc1
(20) Cc1cccc(Nc2nnc(SCC(=O)Nc3cccnc3Cl)s2)c1
(21) O=C(NC1CC(=O)N(c2cccc(F)c2)C1)C1CCCC1 (stereo not given)
(22) COc1cc(N)c(Cl)cc1C(=O)OCC(=O)NC(=O)NCc1ccco1
(23) Cc1ccc(C(=O)CN2C(=O)NC3(CCCCC3C)C2=O)s1 (stereo not given)
(24) COc1ccc2c(c1)SCCC2=O

entry no.	16	17	18	19	20	21	22	23	24
HP1b chromo inh	10%	24%	30%	30%	26%	-5%	14%	26%	34%
PGK inhibitor	2%	-5%	-4%	-9%	4%	-6%	-3%	-5%	0%
BAZ2B inh	11%	-1%	?	-2%	-12%	-1%	nt	0%	-6%
PI4K2A block	4	2	1	5	-1	-1	4	-3	2
POLH inh	2%	-17%	-20%	-14%	-12%	-15%	-1%	6%	2%
G9a inh	18%	9%	-32%[12.7 µM]	-37%[12.7 µM]	?	-1%[59 µM]	nt	-10%[12.7 µM]	10%[59 µM]
Pin1 inh	-3%	1%	1%	2%	5%	0%	4%	-7%	-2%
GLS inhibitor	15%	-21%	7%	-19%	16%	-4%	8%	2%	0%
JMJD2A Tudor inh	-4%	-10%	-29%	3%	-14%	-4%	-9%	-6%	-7%

(25) COc1ccc(CNC(=O)c2cc(-c3ccco3)on2)cc1
(26) COc1cccc(NS(=O)(=O)c2ccc3c(c2)NC(=O)C(C)C(=O)N3)c1 (stereo not given)
(27) COc1ccc(C(CNC(=O)COc2ccc(Br)cc2F)N2CCCC2)cc1 (stereo not given)
(28) Cc1ccc(NC(=O)C(C)OC(=O)CCC2CCCCC2)cc1 (stereo not given)
(29) CN(C)c1ccc(C(CNC(=O)c2ccc(C(C)(C)C)cc2)N2CCCC2)cc1 (stereo not given)
(30) Nc1ccccc1SCC(=O)Nc1ccc2c(c1)OCO2

entry no.	25	26	27	28	29	30
HP1b chromo inh	26%	42%[activator]	22%	108%[activator]	?	19%
PGK inhibitor	1%	-3%	-6%	i	-8%	-7%
BAZ2B inh	?	12%	-2%	34%	28µM*	9%
PI4K2A block	-2	-6	2	-4	-5	-3
POLH inh	-19%	-20%	-18%	-27%	-23%	11%
G9a inh	nt	nt	?	54%[activator]	16µM*	67%[activator]
Pin1 inh	5%	-2%	6%	-2%	-1%	-6%
GLS inhibitor	1%	2%	-5%	-5%	19%	10%
JMJD2A Tudor inh	-1%	-4%	-11%	33%	45µM*	-16%

(31) CC(C)(C)Oc1ncc(Br)c(OC(C)(C)C)n1
(32) CC1CN(Cc2c(O)ccc3c2oc(=O)c2ccccc23)CC(C)O1 (stereo not given)
(33) CC1CCCN(C(=O)c2ccc3c(c2NCCO)C(=O)c2ccccc2C3=O)C1 (stereo not given)
(34) O=C1C=C(Nc2ccc(Cl)cc2)CC(c2ccc(Cl)cc2)C1 (stereo not given)
(35) CCN1C(=O)C(O)(C2COC(C)(C)CC2=O)c2ccccc21 (stereo not given)
(36) C/C(=N\NC(=O)CSc1nnc(C)s1)c1ccc(Cl)cc1

entry no.	31	32	33	34	35	36
HP1b chromo inh	10%	?	50µM*	1%	18%	29%
PGK inhibitor	nt	-8%	-15%	-1%	1%	-8%
BAZ2B inh	9%	4µM*	40µM*	2%	4%	6%
PI4K2A block	8	-22	-19	4	5	-5
POLH inh	-6%	-8%	-23%	15%	-12%	-24%
G9a inh	10%[59 µM]	0.45µM*	2%[12.7 µM]	18%[59 µM]	39%	16%[59 µM]
Pin1 inh	-4%	3%	-6%	1%	2%	0%
GLS inhibitor	1%	6%	5%	-5%	-15%	7%
JMJD2A Tudor inh	-1%	10µM*	45µM*	-12%	20%	-18%[57.1 µM]

(37) O=C(NC1CCCN(CCc2ccccc2)C1)c1c(F)cccc1F (stereo not given)
(38) CCOC(=O)c1c(C)nsc1NCc1ccccc1
(39) CCC(=O)c1ccc(SC(=O)N(C)C)cc1O
(40) Clc1ccccc1Cn1nnc2c(NCC3CC3)ncnc21
(41) CCCCn1c(N)c(N(CCOC)C(=O)COc2c(C)cccc2C)c(=O)[nH]c1=O
(42) COc1ccc(CN2CCNC(=O)C2CC(=O)NCc2cccc(C)n2)c(OC)c1 (stereo not given)
(43) Cc1cc(C)nc(CCNC(=O)C2CCC(=O)N(Cc3ccccc3F)C2)n1 (stereo not given)
(44) CCCCn1c(N)c(N(CC(C)C)C(=O)CC2OC(=O)c3ccccc32)c(=O)[nH]c1=O (stereo not given)
(45) O=C(CN1c2cccc3cccc(c23)S1(=O)=O)Nc1c(F)c(F)c(F)c(F)c1F

entry no.	37	38	39	40	41	42	43	44	45
HP1b chromo inh	36%	-2%	23%	19%	24%	4%	25%	8%	28%[57 µM]
PGK inhibitor	-8%	-2%	i	nt	i	-8%	-3%	2%	-4%
BAZ2B inh	12%	nt	-1%	nt	8%	?	-2%	-4%	nt
PI4K2A block	-2	-4	8	4	-1	2	6	1	-2
POLH inh	2%	3%	-4%	-1%	-18%	-16%	-6%	-3%	5%
G9a inh	24%	nt	3%	?	?	-40%	nt	-10%	nt
Pin1 inh	1%	-1%	-10%	0%	-18%	-9%	3%	9%	0%
GLS inhibitor	0%	-15%	0%	-5%	-8%	1%	-4%	-2%	-15%
JMJD2A Tudor inh	-6%	33%	-9%	-8%	-1%	-13%	-20%	-13%	-12%

Assay outcomes from PubChem BioAssay.
